p53 reactivator: re-activators of mutant p53 | H1299 p53-A138V BP100-luciferase reporter, luminescence, 24 h | Potency, µM (doses to about 92.2 µM), for inactives: at the top dose activity change, positive = activation, hits mostly activators | 320,000 compounds, 0.063% hits | AID 504706; further: potency means the concentration at half of the fitted maximal effect; % of control where 0% means no effect; nearly all actives have a fitted effect of over 45% in size
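p53-null H1299 cells stably carrying temperature-sensitive p53-A138V and a BP100-luciferase reporter were pinned with compounds (4-point, 1:5 series) and held 24 hrs at 37 deg C. Luminescence was read 10 min after detection reagent.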
FLuc counter: counter-screen for miR-21 project: firefly luciferase inhibitors or activators; Potency, µM (highest dose often 57.5 µM), for inactives: at the highest dose activity change, negative = inhibition, usual class: inhibitors; AID 588342; 360,000 compounds, 6.9% hits; purified FLuc, Km substrates, luminescence inhibition;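 further: potency means the concentration at half of the fitted maximal effect; plate controls were vehicle for no effect and reference inhibitor for full effect; nearly all actives have a fitted effect of over 55% in size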
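Purified P. pyralis luciferase (10nM final) with 10uM D-luciferin and 10uM ATP (Km levels) in 50mM Tris acetate pH 7.5, 10mM Mg acetate, 0.01% Tween-20, 0.05% BSA; qHTS 6-point titration, ~60 µM downward; luminescence read.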
Rab9 promoter act: activates the Rab9 promoter | Huh7 Rab9 promoter-luciferase reporter, luminescence, 24 h | Potency, µM (series often up to 9.22 µM), for the others: at the top dose activation, negative = inhibition, hits mostly activators | 320,000 compounds, 2.8% hits | AID 485297; further: potency means the concentration at half of the fitted maximal effect; % of control where 0% means no effect; nearly all actives have a fitted effect of over 60% in size
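Cell-based reporter: Huh7 stable for Rab9 promoter-driven luciferase, plated in reduced-serum medium with 10% FBS at 1500 cells/well, compound-treated 24 h at 37 °C, luminescence read after 10 min reagent.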
Tb PFK block: blocks T. brucei phosphofructokinase; O15648; T. brucei PFK, ADP-Glo luminescence; Potency, µM (highest dose often 57.5 µM), for inactives: top-dose activity, negative = inhibition, most hits filed as inhibitors; 330,000 compounds, 0.17% hits; AID 485367;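 further: potency means the concentration at half of the fitted maximal effect; 0% = uninhibited 1x PFK enzyme wells and -100% = no-enzyme wells; nearly all actives have a fitted effect of over 60% in size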
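ADP-Glo luminescence quantified ADP after 45 min at room temperature, with 1.25 nM T. brucei PFK, 0.1 mM ATP and 0.5 mM fructose-6-phosphate in pH 8.0 TEA buffer. qHTS titrations up to 57 µM; curves classified by quality.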
RORg inh: inhibitors of mouse ROR gamma transcriptional activity. P51450. Drosophila S2 Gal4-RORgamma UAS-luciferase reporter, 20 h. Potency, µM (highest dose often 53.6 µM), inactives show top-dose activity change, negative = inhibition, most hits filed as inhibitors. 310,000 compounds, 5.4% hits; further: potency means the concentration at half of the fitted maximal effect; on the % scale 0 is the no-effect control and ±100 the full control effect; nearly all actives have a fitted effect of over 60% in size
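Luciferase reporter read in Schneider cells carrying Gal4-RORγ (mouse) and UAS-Photinus luciferase; cells given compound 1 h before 700 uM copper sulfate induction, then incubated 20 h at ambient temperature.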
ELG1 genotoxic: induces genotoxicity in HEK293T cells with luciferase-tagged ELG1. HEK293T ELG1-luciferase reporter, luminescence, 16 h. 330,000 compounds, 1.3% hits. Potency, µM (doses to about 46 µM), for inactives: at the highest dose activity change, positive = activation, hits mostly activators; further: potency means the concentration at half of the fitted maximal effect; % of control where 0% means no effect; nearly all actives have a fitted effect of over 60% in size
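Reporter readout depends on ELG1 protein level, which increases with genetic stress. After 16 hr compound exposure at 37 °C, luciferase activity was quantified using ONE-Glo.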
NPC1 promoter act: NPC1 promoter activation; Huh7 NPC1 promoter luciferase reporter, 24 h; Potency, µM (highest dose often 9.22 µM), inactives show top-dose activation, actives largely listed as activators; 320,000 compounds, 2.4% hits;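 further: potency means the concentration at half of the fitted maximal effect; % of control where 0% means no effect; nearly all actives have a fitted effect of over 60% in size; reporter is driven by a mutant NPC1 promoter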
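Compounds in DMSO were transferred onto Huh7 NPC1-luciferase reporter cells pre-incubated 2 h; after 24 h at 37 °C, Amplite reagent was dispensed and luminescence recorded 10 min later.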
BRCA1 expr act: increases BRCA1 expression | Potency, µM (top dose mostly 46.1 µM), for inactives: at the highest dose activation, usual class: activators | 380,000 compounds, 1.1% hits | AID 624202 | MCF7-BRCA1-FFLuc reporter, luminescence, 48 h; response scale: scaled: vehicle 0%, 10 µM genistein 100%; further: potency means the concentration at half of the fitted maximal effect; nearly all actives have a fitted effect of over 80% in size; some results filed as inactive show a strong effect at the top dose
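Using MCF7 cells harboring a BRCA1 firefly luciferase reporter, plated 2 h before compound pinning, the screen measured luminescence after 48 h incubation. Responses were normalized to DMSO and 10 microM genistein, then fitted for concentration-effect.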
ELG1 DNA repair: inhibitors of ELG1-dependent DNA repair in HEK293T cells | Potency, µM (series often up to 46.1 µM), for inactives: at the top dose activity change, negative = inhibition, actives largely listed as inhibitors | 330,000 compounds, 2.3% hits | HEK293T ELG1-luciferase reporter, luminescence, 16 h; DNA damage induced by 5-fluorouridine; further: potency means the concentration at half of the fitted maximal effect; on the % scale 0 is the no-effect control and ±100 the full control effect; nearly all actives have a fitted effect of over 55% in size
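Cells (2,000 per well) received 5-fluorouridine plus test compound or DMSO and were incubated 16 hr at 37 °C, 5% CO2. Luciferase activity was read by luminescence 30 min after ONE-Glo addition; signal suppression marked inhibition of damage-induced ELG1 function.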
VP16 counter: counter-screen for ROR gamma inhibitors: Gal4-VP16 reporter; Potency, µM (doses to about 53.6 µM), for the others: at the highest dose activity, negative = inhibition, hits mostly inhibitors; AID 2546; Drosophila S2 Gal4-VP16 UAS-luciferase, luminescence, 20 h; 310,000 compounds, 3.5% hits;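 further: Gal4-VP16 expression switched on by copper sulfate through the metallothionein promoter; potency means the concentration at half of the fitted maximal effect; on the % scale 0 is the no-effect control and ±100 the full control effect; nearly all actives have a fitted effect of over 50% in size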
TRPV1 agonist: activates the human vanilloid receptor TRPV1. Q8NER1. TRPV1-expressing cells, Fluo-8 calcium influx, agonist mode. activation, % at 8.33 µM. 320,000 compounds, 0.19% hits; in the data active means activation above about 80%; inconclusive means between about 30% and that limit; further: 0% is about no effect
Target sequence (Q8NER1 whole entry, looked up): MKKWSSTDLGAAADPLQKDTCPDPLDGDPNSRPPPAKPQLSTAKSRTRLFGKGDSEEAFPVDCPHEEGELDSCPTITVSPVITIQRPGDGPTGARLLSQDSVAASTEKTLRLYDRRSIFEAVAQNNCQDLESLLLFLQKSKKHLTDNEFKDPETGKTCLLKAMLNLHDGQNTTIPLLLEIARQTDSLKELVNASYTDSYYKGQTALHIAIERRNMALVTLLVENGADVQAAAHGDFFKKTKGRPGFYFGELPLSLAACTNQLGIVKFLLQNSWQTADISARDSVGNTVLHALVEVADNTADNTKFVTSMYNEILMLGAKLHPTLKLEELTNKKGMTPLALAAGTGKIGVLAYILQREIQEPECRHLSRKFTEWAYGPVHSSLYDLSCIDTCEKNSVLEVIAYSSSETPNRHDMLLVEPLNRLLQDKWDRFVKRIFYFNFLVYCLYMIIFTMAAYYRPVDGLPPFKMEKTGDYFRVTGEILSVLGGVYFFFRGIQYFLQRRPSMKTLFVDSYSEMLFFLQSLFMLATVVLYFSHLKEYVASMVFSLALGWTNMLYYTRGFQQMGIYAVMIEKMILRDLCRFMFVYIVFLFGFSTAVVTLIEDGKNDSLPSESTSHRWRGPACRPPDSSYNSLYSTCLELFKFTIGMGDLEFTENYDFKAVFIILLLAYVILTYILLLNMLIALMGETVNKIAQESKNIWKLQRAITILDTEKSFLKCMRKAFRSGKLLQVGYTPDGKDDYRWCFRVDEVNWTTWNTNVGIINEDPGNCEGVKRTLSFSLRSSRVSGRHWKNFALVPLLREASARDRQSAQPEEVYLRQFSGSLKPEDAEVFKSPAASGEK
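Cells expressing TRPV1 were dye-loaded with Fluo-8 and read kinetically: 10 s baseline, 3 min after compound (agonist portion), then 2 min after EC20 capsaicin (allosteric enhancer portion). Calcium-bound dye fluorescence at 480/520 nm.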
Numbers without * were called inactive; [ ] = remark or other dose. Unless noted, the call rests on the fitted dose curve; in most records, active means well fitted curve in the direction sought with a large enough effect; inconclusive means small, poorly fitted or top-dose-only effect, or another doubt; inactive means no such curve, though single readings can be large; an effect the other way counts as inactive or inconclusive. Compounds were not picked by outcome (roughly 15% active in at least one column).

Screening CC(C)(CNC(=O)c1ccc(Cl)c(S(=O)(=O)N2CCc3ccccc3C2)c1)N1CCOCC1 returned p53 reactivator 0%, FLuc counter -2%, Rab9 promoter act -35%[inhibitor], Tb PFK block 0%, RORg inh 18%, ELG1 genotoxic -4%, NPC1 promoter act -25%, BRCA1 expr act -14%, ELG1 DNA repair 1.8µM*, VP16 counter -1% and TRPV1 agonist 7.
For c1ccc(CCc2ccncc2)cc1 the results were p53 reactivator -2%, FLuc counter -9%, Rab9 promoter act 4%, Tb PFK block -2%, RORg inh -32%, ELG1 genotoxic 0%, NPC1 promoter act 4%, BRCA1 expr act -2%, ELG1 DNA repair 11%, VP16 counter 6% and TRPV1 agonist -2.
`CNC(=O)c1c2c(nc3ccc(Br)cc13)CCCC2` gave p53 reactivator -3%, FLuc counter -16%, Rab9 promoter act 2%, Tb PFK block -1%, RORg inh -13%, ELG1 genotoxic -4%, NPC1 promoter act -5%, BRCA1 expr act -24%, ELG1 DNA repair -5%, VP16 counter -7% and TRPV1 agonist 12.
`Cc1cnc(NC(=O)[C@H](C)N2C(=O)C3CCCCC3C2=O)s1` (stereo not given in full) gave p53 reactivator -1%, FLuc counter -1%, Rab9 promoter act -27%, Tb PFK block -1%, RORg inh -8%, ELG1 genotoxic -1%, NPC1 promoter act 1%, BRCA1 expr act 3%, ELG1 DNA repair -8%, VP16 counter 0% and TRPV1 agonist -3.
For C=CCc1c(C)nc2ccc(C(=O)OCC)cc2c1Cl the results were p53 reactivator 1%, FLuc counter 21µM*, Rab9 promoter act 12%, Tb PFK block 4%, RORg inh 3%, ELG1 genotoxic 2%, NPC1 promoter act 0%, BRCA1 expr act 45%, ELG1 DNA repair inconclusive, VP16 counter 11% and TRPV1 agonist 11.
CCC(N=c1cc(-c2ccc(OC)cc2)oc2ccc(C)cc12)C(=O)O (stereo not given) was read as p53 reactivator inconclusive, FLuc counter 3µM*, Rab9 promoter act 9%, Tb PFK block 13%, RORg inh 14%, ELG1 genotoxic inconclusive, NPC1 promoter act inconclusive, BRCA1 expr act inconclusive, ELG1 DNA repair inconclusive, VP16 counter -8% and TRPV1 agonist inconclusive.
CCCCN1C=C(C(=O)OC)C(c2ccccc2Cl)C(C(=O)OC)=C1 was read as p53 reactivator -3%, FLuc counter -2%, Rab9 promoter act -6%, Tb PFK block -1%, RORg inh 27%, ELG1 genotoxic -4%, NPC1 promoter act -1%, BRCA1 expr act -5%, ELG1 DNA repair -28%, VP16 counter 0% and TRPV1 agonist inconclusive.
`FC(F)(F)c1cnc(N2CCN(C(=S)NCc3ccccc3)CC2)c(Cl)c1` gave p53 reactivator 2%, FLuc counter 0%, Rab9 promoter act -4%, Tb PFK block 0%, RORg inh -10%, ELG1 genotoxic -1%, NPC1 promoter act -4%, BRCA1 expr act -75%, ELG1 DNA repair inconclusive, VP16 counter -15% and TRPV1 agonist inconclusive.
For CCOC(=O)C1CCN(c2ncnc3c2oc2ccc(Cl)cc23)CC1 the results were p53 reactivator 7%, FLuc counter -14%, Rab9 promoter act -8%, Tb PFK block 0%, RORg inh 32%, ELG1 genotoxic 4%, NPC1 promoter act 0%, BRCA1 expr act 58%, ELG1 DNA repair inconclusive, VP16 counter 1% and TRPV1 agonist 1.
For Cc1ccc2cc(CN(CCN3CCOCC3)C(=O)NCc3ccccc3)c(=O)[nH]c2c1C the results were p53 reactivator -7%, FLuc counter 3%, Rab9 promoter act 3%, Tb PFK block -8%, RORg inh -26%, ELG1 genotoxic 4%, NPC1 promoter act 6%, BRCA1 expr act -21%, ELG1 DNA repair inconclusive, VP16 counter -1% and TRPV1 agonist -6.
Screening O=C(CCNC(=O)c1ccco1)Nc1ccccc1OC(F)F returned p53 reactivator 5%, FLuc counter 1%, Rab9 promoter act 3%, Tb PFK block -1%, RORg inh -15%, ELG1 genotoxic -1%, NPC1 promoter act 0%, BRCA1 expr act 1%, ELG1 DNA repair 9%, VP16 counter 5% and TRPV1 agonist 3.
CCOC(=O)C1(Cc2cccc(OC)c2)CCCN(Cc2ccc(NC(C)=O)cc2)C1 (stereo not given) was read as p53 reactivator -3%, FLuc counter 1%, Rab9 promoter act 0%, Tb PFK block -2%, RORg inh -22%, ELG1 genotoxic -2%, NPC1 promoter act 1%, BRCA1 expr act 1%, ELG1 DNA repair -1%, VP16 counter 7% and TRPV1 agonist 17.
CCc1noc(C)c1C(=O)Nc1ccc(F)c(F)c1F was read as p53 reactivator 0%, FLuc counter 1%, Rab9 promoter act -7%, Tb PFK block -2%, ELG1 genotoxic 4%, NPC1 promoter act -2%, BRCA1 expr act -14%, ELG1 DNA repair 11% and TRPV1 agonist -3.
COc1ccc(CCC(=O)Nc2cc(Cl)ccc2N2CCN(C)CC2)cc1 was read as p53 reactivator -17%, FLuc counter 0%, Rab9 promoter act -1%, Tb PFK block -2%, RORg inh -16%, ELG1 genotoxic -1%, NPC1 promoter act 1%, BRCA1 expr act -29%, ELG1 DNA repair 1%, VP16 counter -5% and TRPV1 agonist 4.
`Cc1cccc2nc(CSc3nc4ccc([N+](=O)[O-])cc4[nH]3)c(Br)n12` gave p53 reactivator 9%, FLuc counter -20%, Rab9 promoter act -5%, Tb PFK block 0%, RORg inh inconclusive, ELG1 genotoxic -1%, NPC1 promoter act -4%, BRCA1 expr act -28%, ELG1 DNA repair inconclusive, VP16 counter inconclusive and TRPV1 agonist -2.
`O=C1CCC(C(=O)N2CCCC(Nc3ccc(F)cc3)C2)=NN1` (stereo not given) gave p53 reactivator -6%, FLuc counter -2%, Rab9 promoter act 3%, Tb PFK block 1%, RORg inh 15%, ELG1 genotoxic 2%, NPC1 promoter act 2%, BRCA1 expr act -3%, ELG1 DNA repair 4%, VP16 counter 0% and TRPV1 agonist 1.
Screening Cc1cc(C)c(OCC(=O)Nc2ccccc2N2CCCCC2)c(C)c1 returned p53 reactivator -4%, FLuc counter 4%, Rab9 promoter act 2%, Tb PFK block -1%, ELG1 genotoxic -1%, NPC1 promoter act -3%, BRCA1 expr act -66%, ELG1 DNA repair 1% and TRPV1 agonist 22.
Screening O=S(=O)(c1cccs1)N1CN(CC2CCCO2)c2nc3ccccc3nc21 (stereo not given) returned p53 reactivator 0%, FLuc counter 5%, Rab9 promoter act 0%, Tb PFK block 4%, RORg inh 29%, ELG1 genotoxic 4%, NPC1 promoter act -3%, BRCA1 expr act -6%, ELG1 DNA repair inconclusive, VP16 counter inconclusive and TRPV1 agonist 15.
Screening O=C(COC(=O)c1cc(S(=O)(=O)N2CCOCC2)c(Cl)cc1Cl)Nc1ncc(C(F)(F)F)cc1Cl returned p53 reactivator -2%, FLuc counter 4%, Rab9 promoter act 2%, Tb PFK block -2%, RORg inh 12%, ELG1 genotoxic 1%, NPC1 promoter act -1%, BRCA1 expr act 4%, ELG1 DNA repair -3%, VP16 counter -3% and TRPV1 agonist 2.
Screening CC(C)Cc1nnc(NC(=O)c2ccc([N+](=O)[O-])cc2)s1 returned p53 reactivator -1%, FLuc counter inconclusive, Rab9 promoter act 25%, Tb PFK block inconclusive, RORg inh 12%, ELG1 genotoxic 13%, NPC1 promoter act inconclusive, BRCA1 expr act inconclusive, ELG1 DNA repair inconclusive, VP16 counter inconclusive and TRPV1 agonist 3.
`CCCNC(=O)c1ccc(N2CCC3(CC2)CC(c2ccccc2)=NO3)c(NC(=O)c2cccc(C)c2)c1` gave FLuc counter 9%, Rab9 promoter act -4%, Tb PFK block 1%, RORg inh 0%, ELG1 genotoxic -6%, NPC1 promoter act 0%, BRCA1 expr act 6%, ELG1 DNA repair inconclusive, VP16 counter -16% and TRPV1 agonist 1.
Screening COc1ccc(-c2cn3c(C)c(C(=O)N4CCN(c5ccccc5F)CC4)sc3n2)cc1 returned FLuc counter 0%, Rab9 promoter act -6%, Tb PFK block 1%, RORg inh 20%, ELG1 genotoxic -9%, NPC1 promoter act -4%, BRCA1 expr act -12%, ELG1 DNA repair inconclusive, VP16 counter -1% and TRPV1 agonist 7.
CCOc1ccc(NC(=O)CN(C)C(=O)c2cc(-c3ccncc3)nc3ccccc23)cc1OCC was read as p53 reactivator -3%, FLuc counter 2%, Rab9 promoter act 1%, Tb PFK block -2%, ELG1 genotoxic -28%, NPC1 promoter act -2%, BRCA1 expr act -1%, ELG1 DNA repair inconclusive and TRPV1 agonist -2.

Screens as filed in PubChem BioAssay.
